ALOX12 inh: inhibitors of human 12S-lipoxygenase ALOX12; purified 12hLO, xylenol orange hydroperoxide absorbance; Potency, µM (series often up to 108 µM), inactives show at the highest dose activity change, negative = inhibition, actives largely listed as inhibitors; 580,000 compounds, 1.1% hits; active = well fitted inhibition curve with a large enough effect; inconclusive = small, poorly fitted or top-dose-only effect, or another doubt; inactive = no such curve, though single readings can be large or run the other way
Target sequence (P18054 whole entry, looked up): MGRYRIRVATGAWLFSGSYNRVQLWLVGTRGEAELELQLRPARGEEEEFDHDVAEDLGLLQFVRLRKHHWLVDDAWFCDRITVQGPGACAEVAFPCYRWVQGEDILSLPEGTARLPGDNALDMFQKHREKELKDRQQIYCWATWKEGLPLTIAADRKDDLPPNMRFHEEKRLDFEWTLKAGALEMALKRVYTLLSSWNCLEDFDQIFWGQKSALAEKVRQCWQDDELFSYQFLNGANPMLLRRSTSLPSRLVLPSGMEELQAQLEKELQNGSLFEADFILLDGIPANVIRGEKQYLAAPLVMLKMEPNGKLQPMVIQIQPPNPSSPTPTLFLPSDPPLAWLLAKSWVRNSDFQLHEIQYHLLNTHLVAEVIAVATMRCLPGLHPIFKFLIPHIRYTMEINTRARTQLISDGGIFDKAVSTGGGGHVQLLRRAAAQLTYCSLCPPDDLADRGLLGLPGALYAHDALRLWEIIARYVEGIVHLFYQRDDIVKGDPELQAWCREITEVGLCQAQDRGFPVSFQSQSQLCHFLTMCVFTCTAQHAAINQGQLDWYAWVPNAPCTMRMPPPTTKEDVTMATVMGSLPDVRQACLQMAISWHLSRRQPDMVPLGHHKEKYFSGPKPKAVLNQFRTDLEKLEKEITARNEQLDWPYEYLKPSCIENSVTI
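Purified human 12hLO at 150 nM in 25 mM Hepes, 0.01% Triton X-100, pH 7.0, preincubated 15 min at room temperature with compound. Reaction started with 40 uM arachidonic acid, 30 min at room temperature. Hydroperoxide measured by Fe-xylenol orange, 573/405 nm absorbance ratio.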
Starred values were filed as active, the others as inactive; ? = inconclusive; [ ] = dose if it differs, or a comment. % is scaled to controls: 0 for no effect and ±100 for the full control effect; potency is read from the fitted curve at half-maximal effect. Some of the compounds tested; rates above refer to the full screens.

compound	ALOX12 inh
Cc1ccccc1S(=O)(=O)N[C@@H](C)C(=O)NCc1cscn1	-0.5%
Cc1cc(C(=O)N2CCc3c(nc(C)nc3N(C)C)C2)c2cccc(C)c2n1	49.7%[activator]
COCCNC(=O)c1c(-c2ccc(F)cc2)noc1[C@H](C)O	-3.3%[176 µM]
O=C(Nc1cccc(-c2nc3ccccc3o2)c1)C1CCCC1	-27.7%
COc1ccc(-c2nc(C3CC3)nc3c2CCN(Cc2ccnn2C)CC3)cc1	8.9%[6.33 µM]
COCCNC(=O)[C@@H]1C[C@@H](O)CN1C1CCN(C(=O)c2cccc(OC)c2)CC1	8.2%
O=C([C@H]1C[C@H](Oc2ccccc2)CN1C(=O)C1CCC1)N1CCOCC1	28.0%
Cc1cc(C)c2[nH]c(C(=O)N3CCN(Cc4ccccc4)C(=O)C3C)c(C)c2c1 (stereo unspecified)	-1.7%
CC(C)c1noc(C2CCCN(C(=O)C3CC3)CCC(=O)NCC2)n1 (stereo unspecified)	19.7%
Cc1cc(C)cc(NC(=O)c2ccc3c(c2)N(C)C2CCCN2C3=O)c1 (stereo unspecified)	16.0%
CCCCOc1c(CNC2(CO)CCCC2)cccc1OC	0.3%
O=C(O)CCn1ncc2cc(OCC3CCN(C(=O)CC4CC4)CC3)ccc21	-17.4%[176 µM]
CCCC(=O)N1Cc2ccccc2CC2(CCN(Cc3cccnc3)C2)C1 (stereo unspecified)	9.2%[6.33 µM]
CCCCCn1nc(C(=O)Nc2ccc(C)c(Cl)c2)c2ccccc2c1=O	1.4%
Cc1[nH]c2nc3ccccc3n2c(=O)c1Cc1ccc(Br)cc1	20.0%
Cc1ccsc1CN1CCC2(CC1)Cc1ccccc1CNC2=O	7.2%[6.33 µM]
COc1ccc(-c2noc(-c3cccn3CC(=O)N3CCN(c4ccccc4F)CC3)n2)cc1F	43.3%[activator]
N#Cc1ccc(CN2CCC3(Cc4ccccc4CNC3=O)C2)cc1 (stereo unspecified)	0.4%[6.33 µM]
COc1cccc(NC(=O)c2c(-c3ccccc3)oc3ccc(OC)cc23)c1	27.5%
CN1CC(=O)N(c2ccc(Cl)cc2)Cc2c1ncnc2N1CCC(c2ccccc2)CC1	?
CCc1ccc(-c2nc(SCC(=O)N3CCCC3c3ccc4c(c3)OCCCO4)n[nH]2)cc1 (stereo unspecified)	2.1%
Cc1ccc(C)c(NC(=O)c2cccc[n+]2[O-])c1	13.3%
O=C(NCC1CCCN(C(=O)c2ccsc2)C1)c1ccc(-c2ccccc2)cc1 (stereo unspecified)	25.9%
Cc1ccccc1C(=O)N1CCC(C(=O)NCc2coc(-c3cccs3)n2)CC1	4.7%
COC(=O)[C@]12C[C@H](CC(=O)NCCCN3CCCC3=O)C(=O)N(Cc3ccccc3)C1=C[C@H](C(C)(C)C)O[C@@H]2C	6.4%
CC(C)CN1CCN(c2ncncc2-c2nc(-c3ccccc3)no2)CC1	18.9%
CC(=O)Nc1cccc(-c2cnc3ccc(Cc4ccc(F)c(F)c4)nn23)c1	-58.5%
O=S(=O)(Nc1nc2ccccc2nc1Nc1ccc(F)cc1)c1ccc(F)cc1	49.6%[activator]
O=C(Cc1ccc(F)cc1)N1CCC2(CC1)CC(N(Cc1ccccc1)C1CC1)CCO2 (stereo unspecified)	3.2%
Cn1c(CN2CCN(CCN3CCOCC3)CC2)nnc1C1CC(N)C1 (stereo unspecified)	-25.7%
COc1ccc(C(=O)N2CCC3(CC2)CC(O)CCO3)c(C)c1 (stereo unspecified)	27.6%
CCNc1ncc2nc(CCc3ccccc3)c(=O)n(Cc3ccc(F)cc3)c2n1	?
Cc1cccc(NC(=O)N2CCC(Oc3ncccc3C(=O)N3CCOCC3)C2)c1 (stereo unspecified)	18.2%
O=C(Cn1cccc1-c1nc(-c2ccc(F)cc2)no1)Nc1cccc(Cl)c1	41.4%[activator]
CN(CC1CCOCC1)C(=O)Nc1ccccc1Br	38.5%[activator]
COc1ccc(NC(=O)c2cc(-c3ccc[nH]3)n[nH]2)cc1F	-14.8%
COc1ccc2c(c1)c(CN1CCc3nc(N4CCN(C)CC4)[nH]c(=O)c3CC1)cn2C	9.1%
CC(C)(C)S(=O)N1C[C@H]2CC(=O)C(CCO)=C2[C@@H]1CCO (stereo partly specified)	16.8%
COc1cc2c(cc1OC)C(CNC(=O)c1cccs1)N(C(=O)Nc1ccccc1)CC2 (stereo unspecified)	-8.0%
Cc1cc(C(=O)NCC(=O)N2CCCCCCNC(=O)CC2c2ccccc2)n(C)n1 (stereo unspecified)	16.1%
Cc1nc(N2CCC(NC(=O)Cc3ccsc3)CC2)cc(C(F)(F)F)n1	1.7%
COc1ccccc1CNc1cc(-c2ccccc2Cl)ncn1	-3.1%
CCN1C(=O)Cc2cc(C(=O)NCc3ccc4c(c3)OCO4)ccc21	11.9%
c1ccc(Sc2c(-c3ccccc3)cc3ccccn23)cc1	?
COc1cccc2c1OCC(C(=O)N1CCC(Cn3cc(C)cn3)CC1)C2 (stereo unspecified)	0.9%
COCC1CCN(C(=O)COc2ccc(NC(=O)C3CC3)cn2)CC1	19.5%
N#Cc1ccc(C(=O)NC(c2cccs2)C2CC2)cc1 (stereo unspecified)	7.6%
CN(CC1(C)CCOCC1)C(=O)c1c(F)cccc1Cl	38.5%[activator]
COc1cc(C(=O)Nc2ccccc2)nc2ccc(Cl)cc12	0.6%
COc1cc(F)c(CN2CCN(C)C3(CCNC(=O)CC3)C2)c(F)c1 (stereo unspecified)	-10.7%

Continued:
compound	ALOX12 inh
COCCN(CCOC)CC[C@@H]1CC[C@H](O)[C@@H](C(=O)NCc2ccc(OC)cc2)O1	16.9%[176 µM]
CC(C)c1noc(-c2cn(C3CCCN(C(=O)c4cccc(F)c4)C3)nn2)n1 (stereo unspecified)	8.2%
COCC(=O)N[C@@H]1CCC[C@@H](C(=O)NC2CC2)CC(=O)N(C)C1	32.2%[activator][176 µM]
COCCN1C(=O)c2ccccc2C(C(=O)Nc2nc(C)cs2)C12CCCC2 (stereo unspecified)	44.9%[activator]
CCC1=C(C(=O)OC)C(c2ccccc2C)N2C(CC(=O)N3CCCC3)=CSC2=N1 (stereo unspecified)	65.4%[activator]
CC(C)n1cncc1CN1CCC2(CCCO2)CCC1=O (stereo unspecified)	15.8%
Cc1ccc(NC(=O)N2CCC(CCNC(=O)c3cccc(F)c3)CC2)cc1F	45.7%[activator]
COc1ccc(OC)c(CNCc2c(C(=O)O)c(C)n(Cc3ccc(F)cc3Cl)c2C)c1	1.4%
CCc1cc(CN(C)C(=O)C(c2ccc(C)cc2)N(C)C)on1 (stereo unspecified)	9.9%
Cc1ccc(S(=O)(=O)Nc2nc3ccccc3nc2Nc2cccc(Cl)c2)cc1	?

Next section; it opens with the five that closed the last part.
compound	ALOX12 inh
CC(C)n1cncc1CN1CCC2(CCCO2)CCC1=O (stereo unspecified)	15.8%
Cc1ccc(NC(=O)N2CCC(CCNC(=O)c3cccc(F)c3)CC2)cc1F	45.7%[activator]
COc1ccc(OC)c(CNCc2c(C(=O)O)c(C)n(Cc3ccc(F)cc3Cl)c2C)c1	1.4%
CCc1cc(CN(C)C(=O)C(c2ccc(C)cc2)N(C)C)on1 (stereo unspecified)	9.9%
Cc1ccc(S(=O)(=O)Nc2nc3ccccc3nc2Nc2cccc(Cl)c2)cc1	?
CC(C)(C)c1ccc(O)c(NC(=O)c2cc(F)cc(F)c2)c1	29.9%
COc1ccc2ccc(OCc3cccc(C#N)c3)cc2c1	9.8%
CCN(CC)C(=O)c1cc(-c2ccc(C)s2)nc2ccccc12	?
O=C(C1CC1)N1CCn2c(nn(-c3ccncc3)c2=O)C1	27.9%[176 µM]
CCCC(=O)OC/C=C(\C)CCC=C(C)C	0.4%[176 µM]
CCCCCCCCN1C(=O)[C@H](CC(=O)NCc2cccs2)C[C@@]2(C(=O)OC)CCCCC=C12	1.8%
O=C(c1ccsc1)N1CCCn2cc(-c3ccccc3)nc21	13.7%
CCCCNc1nc2c(c(=O)n(Cc3cccc(Br)c3)c(=O)n2C)n1C	-13.1%
CCOc1ccc(C2Cn3nnc(-c4nc(-c5ccsc5)no4)c3CO2)cc1 (stereo unspecified)	15.3%
CCN(CC)Cc1cnc2c(C(=O)NCc3cnn4cccnc34)cnn2c1	25.6%

An excerpt from above in order of their number in ALOX12 inh, descending:
compound	ALOX12 inh
CC(C)(C)c1ccc(O)c(NC(=O)c2cc(F)cc(F)c2)c1	29.9%
CCN(CC)Cc1cnc2c(C(=O)NCc3cnn4cccnc34)cnn2c1	25.6%
CCOc1ccc(C2Cn3nnc(-c4nc(-c5ccsc5)no4)c3CO2)cc1 (stereo unspecified)	15.3%
O=C(c1ccsc1)N1CCCn2cc(-c3ccccc3)nc21	13.7%
CCCCNc1nc2c(c(=O)n(Cc3cccc(Br)c3)c(=O)n2C)n1C	-13.1%

The results go on.
SMILES	ALOX12 inh
COc1cc(CN2CCC(C)(c3noc(C4CCOCC4)n3)CC2)ccc1OC(C)C	9.3%
COc1cccc(CN2Cc3nc(-c4cnn(C)c4)ccc3OCC2=O)c1	12.8%[176 µM]
COc1ccc(C)cc1N1C(=O)[C@@H]2C[C@H]1CN2Cc1cccc(OC)c1O	-1.8%
COc1cccc([S+](=O)([O-])N2CCC(N3CCCC3=O)CC2)c1	71.9%[activator][176 µM]
Cc1ccc(-n2nc(N3CCN(S(=O)(=O)c4cccc5nsnc45)CC3)ccc2=O)cc1	-30.1%
OC1(c2csc(CN3CCN(c4ccccn4)CC3)n2)CCN(Cc2ccccc2)CC1	-2.5%
COc1ccccc1C(=O)N1CC(c2nnc(-c3ccncc3)o2)C2(CCOCC2)C1 (stereo unspecified)	37.5%[activator]
COc1cc(/C=C/C(=O)c2ccccc2OC)ccc1OC(F)F	?
CCOC(=O)Cc1csc(NC(=O)Cc2c(C)c3c(OC)cc(C)cc3oc2=O)n1	15.9%
COCCN1CCOC2(CCN(Cc3ccc(F)cc3F)CC2)C1=O	-45.3%[176 µM]
CC(C)CNc1oc(-c2ccc(S(=O)(=O)N(C)C)cc2)nc1C#N	-0.3%
Cc1ccc(N2CCN(c3ncncc3-c3nc(-c4ccccc4)no3)CC2)cc1	50.1%[activator]
CC(=O)NCCC(=O)Nc1ccc2c(c1)CCC2	2.7%
N#Cc1ccccc1C(=O)N1CCOC(c2ccc(Cl)c(Cl)c2)C1 (stereo unspecified)	31.1%[activator]
Cc1noc(C)c1S(=O)(=O)N1CCC(C(=O)N2CCC(CCOc3ccc(F)cc3)C2)CC1 (stereo unspecified)	4.5%
CC(=O)NNC(=S)Nc1cc(Cl)cc(Cl)c1	-1.6%
CC1(C)CC(=O)C2=C(C1)OC(N)=C(C#N)C2c1ccc(-c2ccccc2Cl)o1 (stereo unspecified)	?
O=C(NCc1ccc2c(c1)OCO2)C1COC2(CCCCC2)N1C(=O)c1cccc(F)c1 (stereo unspecified)	-1.2%
CCOC(=O)c1c(C)[nH]c(C(=O)C(C)OC(=O)c2cccc(O)c2)c1C (stereo unspecified)	?
COCCN1CC(CO)C2(CCN(C(=O)c3ccc4ncccc4c3)CC2)C1 (stereo unspecified)	49.6%[activator]
CC(=O)N1CCCC(c2[nH]ccc2C(=O)N2CCc3ccccc32)C1 (stereo unspecified)	18.9%
Cc1ccc(NC(=O)C(C)N2CCC(C(=O)NCc3ccccc3)CC2)c(Br)c1 (stereo unspecified)	-5.6%
CC(C)CN1CC2(CCN(C(=O)c3ccc4occc4c3)CC2)CC1=O	14.5%
FC(F)(F)c1ccccc1-c1cc(NCc2ccccc2)ncn1	15.8µM*
Cc1cnccc1N1CCCN(C(=O)C2CCOc3ccccc3C2)CC1 (stereo unspecified)	16.7%
O=C(c1cccnc1)N1CCN(C(=O)c2nnn3c2COC(c2ccc(Cl)cc2)C3)CC1 (stereo unspecified)	37.0%[activator]
Cc1cnc(C(=O)NC2C[C@H]3CC[C@@H](C2)N3C(=O)C2CCCCC2)cn1 (stereo partly specified)	46.6%[activator]
Cc1ccccc1CN(CC1CCCO1)C(=O)c1cccc(CCC(C)(C)O)c1 (stereo unspecified)	80.5%[activator]
COc1ccc(-c2nc(CS(=O)CC(=O)N3CCOCC3)c(C)o2)cc1 (stereo unspecified)	7.1%
CS(=O)(=O)c1ccc(NC(=O)COc2ccccc2C(N)=O)cc1	20.1%
O=C(O)c1cnc(N2CCCCC2)nc1-c1ccccc1	?
CN(C)C(=O)C1=NOC2CN(C(=O)Nc3cccnc3)CC12 (stereo unspecified)	-3.7%[6.33 µM]
COc1ccc(S(=O)(=O)Nc2cccnc2Nc2ccc(O)cc2)cc1	-16.6%[57.4 µM]
O=C(COC(=O)c1cc(C2CC2)nn1-c1ccccc1)Nc1ccccc1	-20.6%
Cc1cc(C=O)c(C)[nH]1	2.3%
COc1ccc2cc(C(=O)NCc3ccncc3)c(C)nc2c1	-19.4%
COc1ccccc1NC(=O)N1CCc2cc(OC)c(OC)cc2C1CNC(=O)c1ccco1 (stereo unspecified)	7.4%
CCN(Cc1cccc2nonc12)CC1CCCN(CCc2cccc(OC)c2)C1 (stereo unspecified)	12.7%
CCN1CCN(C(=O)c2cnn(-c3ncc4c(n3)-c3ccccc3CCC4)c2COC)CC1	5.1%
COCCN1CCCCCC(O)c2cc(C(=O)NCc3ccc(N4CCC(C)CC4)cc3)ccc21 (stereo unspecified)	10.6%
O=C(C1CC(=O)N(C2CCCCC2)C1)N1CCC2(CC1)NCCc1c2[nH]c2ccccc12 (stereo unspecified)	4.2%
CS(=O)(=O)c1ccccc1NC(=O)CSc1nc(C2CC2)n(-c2ccccc2)n1	33.5%

High-throughput results deposited in PubChem BioAssay by National Center for Advancing Translational Sciences (NCATS).
